Source: PubChem BioAssay (several laboratories)
MKP-1 inh – blocks human MKP-1 phosphatase activity. hit rate 0.15% among 65,000. P28562. recombinant MKP-1, OMFP hydrolysis fluorescence. inhibition, %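 (compounds tested at a single concentration somewhere between 10 and 100 µM)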;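 active = inhibition above about 50%, limit read from the data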;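 also: 0% = DMSO max control wells and 100% = wells with enzyme stopped by NaOH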
Her2 expr inh – Her2 kinase expression inhibition; HER2 level % of control, % at 10 µM; AID 645; P04626; SKBR-3 HER2 protein level, AlphaScreen, 18-24 h; hits give low values; hit rate 0.69% among 65,000;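 active = HER2 level under 5% of the carrier-only control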;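 also: 100% = DMSO carrier and 0% = 500 nM PU-H71 HSP90 inhibitor; lower value means stronger loss of Her2 protein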
Target sequence (P04626 whole entry, looked up): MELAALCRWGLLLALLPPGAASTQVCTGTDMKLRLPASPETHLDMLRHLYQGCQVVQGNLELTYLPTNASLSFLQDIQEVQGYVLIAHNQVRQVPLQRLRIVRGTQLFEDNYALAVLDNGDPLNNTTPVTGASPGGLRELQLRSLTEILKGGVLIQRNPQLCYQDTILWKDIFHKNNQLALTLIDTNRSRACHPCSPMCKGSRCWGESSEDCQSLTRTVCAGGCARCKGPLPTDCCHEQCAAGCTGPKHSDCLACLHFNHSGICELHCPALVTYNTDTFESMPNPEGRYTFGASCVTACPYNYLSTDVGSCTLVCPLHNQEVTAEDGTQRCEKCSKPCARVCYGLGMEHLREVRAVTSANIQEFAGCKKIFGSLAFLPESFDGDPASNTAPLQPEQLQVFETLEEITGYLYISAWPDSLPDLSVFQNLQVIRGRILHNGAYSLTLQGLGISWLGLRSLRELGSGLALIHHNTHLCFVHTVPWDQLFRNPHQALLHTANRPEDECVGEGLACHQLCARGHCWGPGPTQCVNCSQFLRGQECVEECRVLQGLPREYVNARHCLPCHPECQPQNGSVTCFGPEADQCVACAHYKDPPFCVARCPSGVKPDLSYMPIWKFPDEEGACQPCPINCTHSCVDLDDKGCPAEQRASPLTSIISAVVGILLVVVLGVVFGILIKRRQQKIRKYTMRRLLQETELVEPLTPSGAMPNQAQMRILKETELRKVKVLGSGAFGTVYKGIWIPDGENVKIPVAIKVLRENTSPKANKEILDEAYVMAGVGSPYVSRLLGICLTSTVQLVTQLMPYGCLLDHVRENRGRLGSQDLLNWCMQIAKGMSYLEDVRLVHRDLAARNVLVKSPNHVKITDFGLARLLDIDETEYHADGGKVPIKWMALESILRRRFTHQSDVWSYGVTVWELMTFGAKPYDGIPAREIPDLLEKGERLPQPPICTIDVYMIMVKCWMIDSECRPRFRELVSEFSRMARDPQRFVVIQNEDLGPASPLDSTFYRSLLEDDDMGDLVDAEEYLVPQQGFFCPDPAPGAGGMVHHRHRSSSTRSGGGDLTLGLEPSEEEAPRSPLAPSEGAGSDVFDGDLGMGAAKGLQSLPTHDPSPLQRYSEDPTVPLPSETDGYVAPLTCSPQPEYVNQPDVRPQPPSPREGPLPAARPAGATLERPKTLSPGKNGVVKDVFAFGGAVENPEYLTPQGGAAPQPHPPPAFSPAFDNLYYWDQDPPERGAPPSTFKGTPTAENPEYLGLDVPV
Cdc25B block – inhibitors of human Cdc25B phosphatase | hit rate 0.1% among 65,000 | recombinant Cdc25B, OMFP fluorescence Ex485/Em525 | inhibition, %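 (compounds tested at 10 µM final in the well)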; in the data active = inhibition above about 50%
Hsp90 block – displaces geldanamycin probe from tumor Hsp90; P07900; NCI-N417 lysate Hsp90, Cy3B-geldanamycin FP displacement; inhibition, % at 30 µM; hit rate 0.35% among 64,000; AID 429;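 active = inhibition above 50%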;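 also: 0% = tracer plus lysate wells and 100% = tracer alone without lysate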
Autofluor 339 – intrinsic fluorescence of library compounds, ex339/em460 – biochemical, MLSMR library, data from DPM-DC assay, artefact control, profiling panel; compound autofluorescence, ex339/em460 nm, NADH buffer; hits give high values; 1 = no-compound wells, NADH background; fluorescence fold increase at 10 µM; hit rate 5.5% among 65,000;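 active = at 10 µM, mean starting fluorescence two-fold or more over control wells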;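 also: signal is the first read of a kinetic run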
ROCK2 inh – ROCK2 (human) kinase inhibition; O75116; purified ROCK2, Kinase-Glo ATP depletion luminescence; inhibition, % at 6 µM; hit rate 0.35% among 60,000; AID 604;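 active = inhibition above the screen-wide mean inhibition plus 3 SD, cut at about 18% in these data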;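 also: plate controls were DMSO wells for no effect and Y-27632 control wells after no-enzyme background subtraction for full effect; many of its hits are not listed in these tables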
Abs 340nm – absorbance at 340 nm. compound absorbance at 340 nm, fold over control. fold change at 10 µM. 65,000 tested, under 10 active. AID 708;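 active = at 10 µM dose, initial 340 nm absorbance at least 2 fold that of control wells; inactive = change under 2 fold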;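 also: initial absorbance extrapolated from kinetic A340 decline of NADH oxidation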
JNK3 inh – JNK3 (human) kinase inhibition; P53779; purified JNK3 kinase activity, HTS; inhibition, % at 8 µM; hit rate 0.61% among 60,000; in the data active = inhibition above about 17%;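 also: 0% = DMSO and 100% = reference inhibitor; many of its hits are not listed in these tables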
PKA inh – PKA (human) kinase inhibition. inhibition, % at 6 µM. AID 524. hit rate 0.1% among 65,000. P17612. PKA Kemptide phosphorylation, Kinase-Glo ATP luminescence;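 active = inhibition above the screen-wide mean inhibition plus 3 SD, cut at about 21% in these data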; also: many of its hits are not listed in these tables
Numbers without * were called inactive; . = not tested or not shown. This is a subset (hit frequency here may not be typical).

Molecule	MKP-1 inh	Her2 expr inh	Cdc25B block	Hsp90 block	Autofluor 339	ROCK2 inh	Abs 340nm	JNK3 inh	PKA inh
COc1ccc(CNC(=O)C(C)N(Cc2ccco2)C(=O)c2snc(C(N)=O)c2N)cc1 (stereo not drawn)	19.4	102.8	4.0	-4.7	2.24*	6.5	1.01	6.5	9.3
Cc1c(C(=O)NCc2ccccn2)oc2ccc(S(=O)(=O)N3CCOCC3)cc12	8.6	111.0	-11.6	.	1.08	.	1.02	.	5.6
COc1ccc(OC)c(C(=O)CN2CCN(S(=O)(=O)c3ccc(Br)cc3)CC2)c1	6.0	112.1	-21.2	-2.4	1.03	6.8	1.02	2.9	7.9
Cn1c2ccc(F)cc2c2ncn(CCN3CCOCC3)c(=O)c21	-1.7	117.3	9.8	-4.2	1.71	6.7	1	3.1	10.9
COc1cccc(C(=O)Nc2cc(=O)n(C)c(=O)n2C)c1	5.5	114.5	9.2	0.6	0.66	0.1	1.05	-7.7	-5.1
O=C1C(=O)N(Cc2cccnc2)C(c2ccccn2)/C1=C(/O)c1ccc(Br)cc1 (stereo not drawn)	-23.9	110.5	11.2	-1.6	1.02	11.0	1.14	-1.2	7.0
CC(c1nnc(SCC(=O)NC(=O)NCc2ccco2)n1-c1ccc(Cl)cc1)N(C)C (stereo not drawn)	32.5	104.2	1.5	-3.4	1.1	1.6	1.01	2.3	6.5
CCOCCCNc1nc2c(c(=O)[nH]c(=O)n2C)n1CCCc1ccccc1	13.6	102.0	-5.1	-1.5	1.14	.	1.02	.	4.9
CCc1nnc(NC(=O)CSc2nc(C)c3c(c2C#N)CCCC3)s1	-17.1	78.2	-23.6	-0.4	1.22	7.3	0.93	-1.3	1.8
O=C(Nc1ccon1)c1ccc2c(c1)OCO2	0.3	116.3	-4.0	1.3	1.07	3.3	1.01	-2.7	9.4
COC(=O)c1ccccc1NC(=O)c1ccco1	-9.4	95.6	2.8	-3.9	1.09	4.6	1.03	9.4	9.7
CC(=O)Nc1ccc(C)cc1NC(C)=O	-3.4	104.4	-3.2	2.2	1.08	10.5	1.03	2.9	9.9
C=CCn1c(Cc2cccs2)nnc1SCC(=O)Nc1cccc(OC)c1	22.5	103.0	0.5	-2.1	1.11	5.0	1	3.1	0.1
COc1cc(C(c2sc3nc(C)nn3c2O)N2CCOCC2)cc(OC)c1OC (stereo not drawn)	13.8	86.1	3.0	-1.4	1.13	0.8	1.07	2.1	1.9
CCOC(=O)N1CCC(NC(=O)C(C)n2c3ccccc3c3cnn(C)c(=O)c32)CC1 (stereo not drawn)	6.9	108.0	-9.8	-6.1	1.3	3.4	1.04	1.5	11.1

Full records, quoted from the list:
`COc1ccc(OC)c(C(=O)CN2CCN(S(=O)(=O)c3ccc(Br)cc3)CC2)c1` across the screens: MKP-1 inh: 6.0; Her2 expr inh: 112.1; Cdc25B block: -21.2; Hsp90 block: -2.4; Autofluor 339: 1.03; ROCK2 inh: 6.8; Abs 340nm: 1.02; JNK3 inh: 2.9; PKA inh: 7.9
`CC(c1nnc(SCC(=O)NC(=O)NCc2ccco2)n1-c1ccc(Cl)cc1)N(C)C` (stereo not drawn) across the screens: MKP-1 inh: 32.5; Her2 expr inh: 104.2; Cdc25B block: 1.5; Hsp90 block: -3.4; Autofluor 339: 1.1; ROCK2 inh: 1.6; Abs 340nm: 1.01; JNK3 inh: 2.3; PKA inh: 6.5

(listing goes on)
Molecule	MKP-1 inh	Her2 expr inh	Cdc25B block	Hsp90 block	Autofluor 339	ROCK2 inh	Abs 340nm	JNK3 inh	PKA inh
CCc1ccc(C(=O)Nc2nnn(CC)n2)cc1	1.8	125.0	-5.6	-1.2	1.12	-0.9	0.99	7.8	5.4
CCOc1ccc(-c2nc3n(c(=O)c2C#N)CCCS3)cc1	-0.1	98.4	-14.3	-10.7	2.76*	7.5	1.14	-0.5	8.0
CN(C)CCCOC(=O)CCc1ccccc1	-2.0	89.8	-0.8	-3.9	1.06	-1.5	1.01	-4.6	1.6
C=CCOc1ccc2ccccc2c1CNc1ncn[nH]1	4.5	105.7	-14.1	-6.6	1.07	2.6	1.01	0.1	-1.3
CC(C)C(C(=O)OCC(=O)c1ccc2c(c1)NC(=O)CO2)N1C(=O)c2ccccc2C1=O (stereo not drawn)	11.3	81.7	-7.0	-3.6	1.04	4.7	0.98	-0.3	4.8
Cc1cccc(NC(=O)CSc2n[nH]c(-c3ccncc3)n2)c1	-4.2	69.3	13.0	-1.7	1.09	17.3	1.01	1.2	21.2*
Cc1nn(Cc2nc(-c3cccs3)no2)c(C)c1Br	0.8	78.4	-1.5	-6.1	1.12	1.7	1.03	2.6	1.3
COc1cc(NS(=O)(=O)c2ccc(C)cc2)ccc1-n1cnnn1	0.1	87.1	-0.4	1.6	1.11	-0.5	0.97	-5.1	-2.1
CC(C)COc1ccc(C(=O)NC(CC(C)C)C(=O)O)cc1 (stereo not drawn)	-28.1	56.9	-22.4	-2.4	1.06	-12.9	1.03	-1.0	-0.2
COc1ccc(CN2CCN(C(=O)CN3C(=O)C4C5C=CC(C5)C4C3=O)CC2)c(OC)c1OC (stereo not drawn)	-6.9	84.2	0.7	2.3	1.08	4.2	0.98	8.2	11.6
COC(=O)c1ccc(C2C(C(=O)OC(C)C)=C(C)N=C3SCCC(=O)N32)cc1 (stereo not drawn)	12.3	93.5	3.4	-1.4	1.1	4.0	1.09	3.1	9.7
CCOc1ccccc1C1CC(=O)Nc2cc3c(cc21)OCCO3 (stereo not drawn)	2.8	85.0	1.7	2.7	1	1.5	0.98	0.0	4.6
O=c1c(N2CCCCC2)coc2ccccc12	11.3	146.5	-16.8	.	1.04	.	1.07	.	.
COc1ccc(C(=O)Nc2ccc(Cl)cn2)cc1Cl	4.2	83.0	-7.1	-2.9	1.05	1.9	1	4.3	-4.0
Cc1c(C(=O)N2CCOCC2)[nH]c2c1C(=O)CC(c1ccccc1Cl)C2 (stereo not drawn)	17.7	65.3	-4.5	1.6	1.1	-0.1	1.02	-1.6	6.1
Fc1ccc(-c2nnc(CN3CCN(c4ncc(C(F)(F)F)cc4Cl)CC3)o2)cc1	18.8	76.7	1.8	-5.2	1.06	5.0	0.99	1.3	6.2
COC(=O)c1[nH]c2ccc(C)cc2c1NC(=O)CN1CCc2cc(OC)c(OC)cc2C1	36.8	125.3	8.4	-9.0	2.18*	-1.9	1.03	6.1	2.9
CC(=O)c1cccc(NC(=O)CC2Oc3ccc(C)cc3NC2=O)c1 (stereo not drawn)	0.7	82.5	-4.6	-0.6	1.13	2.5	1.03	2.1	-2.6
CC(C)CNC(=O)COC(=O)c1cc(S(=O)(=O)N2CCCCC2)ccc1N1CCOCC1	14.0	120.3	-2.8	.	1.14	.	1.08	.	11.5
O=C(c1ccccc1)N1CCN(Cc2ccccc2Br)CC1	0.4	120.5	-4.5	-0.7	1.07	-1.7	1.02	-3.9	3.7
Cc1[nH]n(-c2ccccc2)c(=O)c1-c1ccccc1	3.6	115.0	-10.5	14.8	1.1	1.9	1.04	2.9	2.8
COc1ccc(-c2noc(CN3CCN(c4ccccc4)CC3)n2)cc1	7.5	85.8	-12.4	-3.2	1.08	5.8	1.05	6.4	3.8
CC(NC(=O)Nc1nnc(C(F)(F)F)s1)N1C(=O)C2C3C=CC(C3)C2C1=O (stereo not drawn)	3.0	74.9	-10.1	-2.6	1.09	10.1	0.97	1.8	7.5
Cc1cccc2cc(C#N)c(SCC(=O)N3CC(=O)Nc4ccccc43)nc12	34.5	60.4	8.8	-5.3	1.32	2.9	1.01	-8.0	3.7
c1ccc(CCc2nc(-c3ccncc3)no2)cc1	-0.3	92.9	-3.9	-1.8	1.07	7.0	1.06	10.8	6.7
CC12CC(NC(=O)N1c1ccc(C(=O)N3CCN(c4ccc(F)cc4)CC3)cc1)c1ccccc1O2 (stereo not drawn)	53.2*	81.8	8.1	0.5	1.12	2.2	1.02	-2.5	2.5
C#CCSc1nnc(-c2cccc3ccccc23)o1	2.4	28.9	9.6	-1.9	1.34	-2.3	1.05	-3.5	-0.6
Cc1sc2nc(C(C)Sc3nnc(C)n3-c3ccccc3)[nH]c(=O)c2c1C (stereo not drawn)	8.9	83.5	5.7	-2.2	1.32	3.2	1.01	-1.2	1.6
COc1ccc(Br)cc1C(=O)Nc1cccc(-c2nnc(-c3ccco3)o2)c1	10.7	123.0	-7.1	-0.7	1.24	6.0	1.09	3.1	10.9
COc1ccc(NS(=O)(=O)c2cccc3cccnc23)cc1	-8.8	102.8	-7.3	-6.2	1.09	.	1.03	.	2.4
Cn1nnnc1SCC(=O)N1CCN(c2cccc(Cl)c2)CC1	-0.5	97.4	-14.1	1.7	1.04	.	0.99	.	8.1
C=C(C)Cn1c(CCNC(=O)CCC)nc2ccccc21	10.6	99.1	1.0	.	1.05	.	1.03	.	9.6
Cc1ccc2c(c1)CCCN2C(=O)c1ccc2c(c1)OCO2	-6.4	78.6	-6.2	-17.0	1.03	4.8	1.01	-0.1	9.5
Cc1nc2nc3c(cn2n1)C(=O)CC(C)(C)C3	-16.2	97.3	3.2	-4.3	1.2	-5.7	1.02	-5.1	-0.4
COc1ccc(-c2nnc(N)s2)cc1	3.4	103.0	0.5	0.2	1.2	2.3	1.04	-2.9	7.9
Cc1onc(-c2ccccc2Cl)c1C(=O)Nc1ccccc1C(N)=O	8.5	95.5	-8.6	-0.9	1.11	6.7	1.06	15.9	6.0
O=C(c1ccc(Cl)cc1)N1CCN(C(=O)c2ccco2)CC1	7.5	102.2	-6.7	.	1.08	.	1.04	.	.
COc1ccc(-c2cc(C(=O)Nc3c(C)nn(Cc4ccccc4Cl)c3C)no2)cc1OC	27.4	64.7	-4.6	0.7	1.08	8.5	1.01	-1.7	11.5
Cc1cccc(Cn2c(SCCO)nc3c2c(=O)n(C)c(=O)n3C)c1	25.5	108.7	-9.7	0.2	0.95	9.3	1.01	2.9	7.3
Cc1cc(NC(=O)c2cc(-c3cccs3)on2)nn1Cc1ccc(Cl)cc1	-1.1	55.1	-6.3	-1.9	2.04*	-1.2	0.98	-4.2	-6.5
CCCCN(C)Cc1c(C)[nH]c2ccc(Cl)cc2c1=O	4.3	88.0	-10.3	-4.0	1.08	1.5	1.02	-1.4	-1.2
Cn1c(Cn2c(=O)sc3ccccc32)nnc1SCC(=O)NCCc1ccccc1	7.0	75.2	-4.5	0.1	1.13	-0.9	1.08	-1.7	-1.8
Cc1cc(NC(=O)CSc2nc3ccccc3c(=O)n2C2CCCC2)no1	0.3	66.6	-1.9	1.4	1.14	7.2	1.06	1.7	1.3
CC1CCN(C(=O)CSc2ccc3nnc(-c4ccc(F)cc4)n3n2)CC1	32.8	100.6	-11.8	-1.5	2.26*	5.0	1.01	5.9	10.3
C(#Cc1ccccc1)Cn1nnc2ccccc21	-1.1	87.0	-3.7	-2.4	1.3	-0.3	1.05	0.4	0.9
CCOC(=O)c1csc(NC(=O)c2ccccc2)n1	4.3	100.9	-14.3	-2.3	1.1	-0.5	1.04	6.7	3.9
Cc1noc(NS(=O)(=O)c2ccc(NC(=O)COc3ccc(Cl)cc3Cl)cc2)c1C	20.2	110.7	1.4	-2.5	1.17	-0.7	1.03	-9.6	-2.5
CCSc1ccccc1C(=O)Nc1cccnc1	6.6	103.6	-15.2	-12.9	1.13	5.5	1.05	-1.6	11.9
CCCCn1c(=O)n(C)c(=O)c2c3c(sc21)COC(C)(C)C3	-21.1	173.4	9.0	-4.6	1.26	2.1	1.01	-0.4	-2.1
CCOc1ccc(N(CC(=O)N2CCc3ccccc32)S(=O)(=O)c2c(C)noc2C)cc1	-2.7	.	-0.4	-2.9	1.1	-3.3	1.05	-7.0	3.6
O=C(NCC(F)(F)F)Nc1cccnc1	6.7	93.5	-11.3	0.9	1.05	2.8	1.01	6.3	1.7
